NCF1 inh: blocks human p47phox regulatory protein of NADPH oxidases | inhibition, % at 24.7 µM | hit rate 0.53% among 220,000 | p47phox/p22phox peptide binding, fluorescence polarization, 2 h | AID 1274 | P14598;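 active = inhibition above about 30%, limit read from the data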;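 note: 0% = p47phox with labelled peptide and 100% = labelled peptide alone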
Target sequence (P14598 whole entry, looked up): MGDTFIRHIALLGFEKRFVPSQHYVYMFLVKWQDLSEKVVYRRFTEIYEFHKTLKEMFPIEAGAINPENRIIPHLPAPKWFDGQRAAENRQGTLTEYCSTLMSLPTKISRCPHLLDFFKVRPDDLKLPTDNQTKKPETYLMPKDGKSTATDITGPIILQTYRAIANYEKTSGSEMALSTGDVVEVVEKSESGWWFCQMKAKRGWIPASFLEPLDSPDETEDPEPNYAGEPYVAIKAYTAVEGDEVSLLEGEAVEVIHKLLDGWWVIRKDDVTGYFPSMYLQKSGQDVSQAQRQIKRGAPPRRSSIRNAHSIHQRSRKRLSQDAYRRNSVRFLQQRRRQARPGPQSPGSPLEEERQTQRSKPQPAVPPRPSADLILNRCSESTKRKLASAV
Furin inhibitor: human furin inhibition | purified furin, fluorogenic substrate cleavage | inhibition, % at 30 µM | hit rate 0.061% among 220,000; in the data active = inhibition above about 25%; note: inactives centre near -15
Ba/F3 V617F tox: lowers viability of Ba/F3 cells expressing EpoR and JAK2V617F; ATP luminescence; inhibition, % at 5.6 µM; hit rate 1.1% among 220,000; AID 1446;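 active = inhibition above the campaign mean plus 3 SD over all tested compounds, cut at about 24% in these data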;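 note: cytokine-independent growth of Ba/F3 cells driven by EpoR plus mutant JAK2; 0% = DMSO-treated cells and 100% = JAK inhibitor I control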
Tb hexokinase: blocks Trypanosoma brucei hexokinase 1 activity | inhibition, % at 10 µM | hit rate 0.11% among 220,000 | AID 1430 | recombinant TbHK1, G6PDH-coupled NADH A340;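 active = inhibition of 50% or more in the single-dose primary screen; inactive = inhibition below 50%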
p97 inhibitor: human p97 ATPase inhibition; recombinant p97 ATPase, Kinase-Glo ATP luminescence, 3 h; inhibition, % at 8 µM; hit rate 0.42% among 220,000; AID 1481; in the data active = inhibition above about 15%;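 note: 0% = DMSO vehicle and 100% = wells lacking enzyme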
PGE2 EP2 inh: blocks the human prostaglandin E2 receptor EP2 | hit rate 0.52% among 260,000 | C6 glioma cells expressing human EP2, cAMP TR-FRET; cells stimulated with saturating PGE2 | P43116 | inhibition, % at 25 µM;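 active = percent inhibition above 40 after rounding to a whole number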;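 note: rat C6 glioma host cells with rolipram phosphodiesterase inhibitor present; the protocol text gives 20 µM as final concentration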
Target sequence (P43116 whole entry, looked up): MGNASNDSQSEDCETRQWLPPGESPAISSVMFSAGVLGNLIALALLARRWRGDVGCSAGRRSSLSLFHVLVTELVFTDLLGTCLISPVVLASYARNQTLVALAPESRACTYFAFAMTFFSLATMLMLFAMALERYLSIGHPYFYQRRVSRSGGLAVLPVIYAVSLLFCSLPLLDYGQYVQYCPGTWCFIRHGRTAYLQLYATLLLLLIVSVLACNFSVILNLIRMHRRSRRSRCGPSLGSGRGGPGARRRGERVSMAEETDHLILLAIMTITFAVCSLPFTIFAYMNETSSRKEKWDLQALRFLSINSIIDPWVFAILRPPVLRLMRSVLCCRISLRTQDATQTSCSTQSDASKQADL
RBBP9 inhibitor: inhibitors of human serine hydrolase RBBP9; O75884; recombinant RBBP9, FP-Rh probe fluorescence polarization; inhibition, % at 7.94 µM; hit rate 0.2% among 220,000; AID 1515;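 active = inhibition above the campaign mean of all tested compounds plus 3 SD, cut at about 14% in these data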;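 note: plate controls were DMSO wells with RBBP9 for no effect and wells lacking RBBP9 protein for full effect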
Target sequence (O75884 whole entry, looked up): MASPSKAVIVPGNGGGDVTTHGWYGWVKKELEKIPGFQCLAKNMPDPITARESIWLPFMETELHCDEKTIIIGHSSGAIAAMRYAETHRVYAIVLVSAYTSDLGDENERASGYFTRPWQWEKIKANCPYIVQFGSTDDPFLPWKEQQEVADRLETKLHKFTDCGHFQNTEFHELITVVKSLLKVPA
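Measured by – fluorescence polarization · Test system – RBBP9 protein · Input – 2.5 µM RBBP9 dispensing solution, before mixing · Measure – percent inhibition from mP, scaled between DMSO and no-protein wells · Benchmarks – DMSO-treated enzyme wells and wells lacking RBBP9 · Times – preincubation 30 min plus labeling 45 min at 25 °C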
BaF3 parental: counter-screen for JAK2V617F inhibitors: parental Ba/F3 viability inhibitors. inhibition, % at 5.6 µM. CellTiter-Glo ATP luminescence. hit rate 1.1% among 220,000;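 active = inhibition above a per-campaign cutoff, the mean inhibition of all tested compounds plus 3 SD, cut at about 27% in these data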;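 note: 0% = DMSO wells and 100% = JAK Inhibitor I control wells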
PPC-1+TRAIL kill: kills PPC-1 cancer cells in the presence of TRAIL | PPC-1 cells + TRAIL, ATPLite viability luminescence | cell killing (% activity), % at 4 µM | hit rate 0.41% among 220,000;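 active = cell killing above 50% in the first pass at 4 µM, then a duplicate retest at 5 µM averaging 50% or more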;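 note: plate controls were cells with TRAIL plus DMSO for no effect and medium-only wells lacking cells for full effect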
Active calls of the source: *; . = not tested or not shown; & = joins results of further samples; [ ] = another dose, or the depositor's remark. Some of the compounds tested; count on the stated rates, not on these rows.

SMILES	NCF1 inh	Furin inhibitor	Ba/F3 V617F tox	Tb hexokinase	p97 inhibitor	PGE2 EP2 inh	RBBP9 inhibitor	BaF3 parental	PPC-1+TRAIL kill
Cc1ccc(S(=O)(=O)N2c3ccccc3CC2C)cc1 (stereo unspecified)	-62	-13	7	8	-5	8	-7	10	12
COc1ccc(Nc2nc(-c3cccs3)nc3ccccc23)cc1	-70	-22	1	-6	7	9	-8	5	15
Cc1cc(NC(=O)COC(=O)c2oc3c(Cl)cccc3c2C)no1	-6	-18	5	4	1	3	-12	10	35
Cc1cc(C)cc(N(C(=O)c2csnn2)C(C(=O)NC(C)(C)C)c2cccs2)c1 (stereo unspecified)	1	-21[20 µM]	-3	-1	2	11	15*	3	-3
CCN(CC(O)CON=C1c2ccccc2-c2ccccc21)S(=O)(=O)c1ccc(Cl)cc1 (stereo unspecified)	-18	-16	0	-1	-1	8	-33	7	19
CCOC(Cn1c(-c2ccc(OC)cc2)nc2ccccc21)OCC	-7	-11[20 µM]	2	-7	-2	4	-7	6	11
CN(C)Cc1nnnn1-c1cccc(-n2nnnc2CN(C)C)c1	-4	-11	5	5	0	3	-5	-3	-10
CN1C(=O)c2ccc(N(C)C)cc2C1=O	-13	-11[20 µM]	2	-4	-4	9	-1	5	4
CCCCCc1ccc(-c2ccc(C(=O)O)cc2)nc1	-2	-5[20 µM]	3	2	0	6	-10	6	4
COc1ccc(-c2coc3cc(O)ccc3c2=O)cc1O	-4	-30	0	-33	4	9	-3	-9	23
N#CC1=C(N)C(C#N)(C#N)C(c2cccnc2)C2CCCC=C12 (stereo unspecified)	-13	-7	-1	0	7	10	-4	5	8
COc1ccccc1CC(=O)Nc1ccccc1O	-8	-8[20 µM]	0	-5	-4	4	2	11	0
CC(C)Oc1ccc(C(=O)Nc2cccc3cccnc23)cc1	-8	-23	0	-2	-1	7	-9	5	5
CC(C)CC1(C)N=C(c2ccccc2)C(=S)N1 (stereo unspecified)	-8	-21	-3	-10	1	8	-1	-1	-14
CC(C)CSc1nsc(N)n1	-5	-6[20 µM]	-4	29	2	9	-7	0	10
C=COCCNC(=O)C1CC(=O)N(c2ccc(C)cc2)C1 (stereo unspecified)	11	-19	-2	5	2	8	-7	-3	3
CC(=O)Oc1ccc(C2C3=C(CC(C)(C)CC3=O)Nc3cc4c(cc32)OCCO4)cc1 (stereo unspecified)	5	-11	2	5	-6	5	-8	8	2
O=C(CSc1ncccn1)N1CCN(C(=O)CSc2ncccn2)CC1	-11	-20	2	2	6	8	-7	2	0
O=C(O)c1ccc(N2C(=O)c3ccc(C(=O)c4cccc([N+](=O)[O-])c4)cc3C2=O)cc1	5	-7	2	7	-4	-2	-11	3	-8
O=C(Nc1ccc(N2CCOCC2)c(Cl)c1)c1cc2ccccc2o1	-20	-20[20 µM]	-5	-9	-1	13	4	-2	40
COc1ccc(NC(=O)c2ccc(F)cc2)cc1S(=O)(=O)Nc1cc(C)ccc1Br	-13	-13	2	13	-4	14	-50	7	20
O=C(CN(C(=O)CCC(=O)Nc1nccs1)c1ccc(F)cc1)NCc1ccco1	-15	-22	-3	1	3	10	-5	4	-9
CCc1nc(N)c(C#N)c(-c2cccc3ccccc23)c1C	-26	-14[20 µM]	-4	-15	1	.	2	1	5
O=C1NC(c2ccccc2)=CC(c2ccccc2)N1 (stereo unspecified)	-1	-28	2	0	1	6	3	6	14
Cc1ccc(S(=O)(=O)N2CCCCC2)cc1NC(=O)c1ccc2c(c1)OCO2	-2	-20	0	-2	-1	9	-1	2	-7
CC1Cc2nc(SCC(=O)Nc3ccc4c(c3)OCCO4)n(C)c(=O)c2S1 (stereo unspecified)	-29	-6[20 µM]	2	-17	-2	6	-5	2	27
CCn1c(SCc2ccc(Cl)cc2Cl)nc2nc3c(cc2c1=O)CCCC3	-3	-2[20 µM]	-3	-8	0	6	-6	6	2
COc1cc(/C=N/NC(=O)c2cccs2)ccc1OCc1ccccc1	-12	-10[20 µM]	2	-3	1	7	-3	4	1
COc1ccc(-c2ccnc(SCC(=O)Nc3ccccn3)n2)cc1	-17	-29[20 µM]	-2	-2	0	8&14	1	1	-53
CC(=O)N1c2ccc(S(=O)(=O)CCC(=O)O)cc2CC1C (stereo unspecified)	-5	-35	1	2	0	9	-3	5	6
CCC(C)(C)NC(=O)CN(C(=O)c1snc(C(N)=O)c1N)c1ccc2c(c1)OCCO2	8	-14	-4	-14	4	14	4	-1	8
Cc1ccc(NC(=S)c2ccccc2)cc1	-9	-25	-5	25	5	13	-1	-1	16
Cc1ccc(SCCN2CCN(CC(C)C)CCC2=O)cc1	-1	-27	.	-5	.	11	.	.	22
CCCCN(C)CCNC(=O)c1ccc2c(c1)NC(=O)C(N1CCCCC1)S2 (stereo unspecified)	.	-27	1	8	8	15	-3	0	-1
CC(C)n1nnc2c(=O)oc3ccccc3c21	-9	6	3	2	-1	3	-11	4	9
CCC[C@@H]1C[C@@H](C(=O)N[C@@H](C2O[C@H](SC)[C@H](O)[C@@H](O)[C@H]2O)[C@H](C)Cl)N(C)C1 (stereo partly specified)	-10	-19	-3	-7	7	18	-7	-4	13
COc1ccc(N(CC(=O)NCc2cccnc2)S(=O)(=O)c2ccccc2[N+](=O)[O-])c(OC)c1	0	-30	-1	1	7	3	-3	8	2
CC(C)C1N(c2ccccc2)C(N)=C(C#N)C1(C#N)C#N (stereo unspecified)	-9	-27	2	-2	2	8	-57	6	-9
COc1cccc(N(CC(=O)Nc2cccc(F)c2)S(C)(=O)=O)c1	-4	-15	2	8	-1	9	-1	3	21
O=C(CSc1nc(-c2ccccc2)c(-c2ccccc2)o1)N1CCOCC1	-11	-10	-3	0	-6	9	-11	3	9
CS/C(=N\S(=O)(=O)c1cccs1)Nc1ccc(Cl)cc1	-7	8	-4	5	3	9	-2	-1	24
Cc1occc1-c1nnc(SCC(=O)Nc2ccccc2)n1Cc1ccccc1	-4	1	2	4	-10	7	-4	1	2
O=C1C2CC=C(Cl)CC2C(=O)N1CN(Cc1ccco1)CN1C(=O)C2CC=C(Cl)CC2C1=O (stereo unspecified)	-19	-13	-4	4	6	20	8	0	18
CCn1c(SCC(=O)Nc2ccc3c(c2)OCO3)nc2c(c1=O)SC(C)C2 (stereo unspecified)	-10	-9	2	-17	-1	7	-6	5	5
Cc1ccc(S(=O)(=O)N2CCN(C(=O)CN3CCCCC3)C2)cc1	-10	-3[20 µM]	-2	-10	-1	9	-6	4	15
Cn1cc(C(=O)NC2C3CC4CC(C3)CC2C4)cn1 (stereo unspecified)	-10	-24	-1	-6	1	8	-11	0	-10
CCOC(=O)N1CCN(C(c2ccccc2)c2sc3nc(C)nn3c2O)CC1 (stereo unspecified)	-2	-28[20 µM]	2	2	1	8	-4	2	-7
COC(=O)C1=C(NC(=O)c2ccc(Br)cc2)CCS1	-10	-34	-1	0	1	7	2	2	-15

One compound at a time, as listed above. Order of screens: NCF1 inh, Furin inhibitor, Ba/F3 V617F tox, Tb hexokinase, p97 inhibitor, PGE2 EP2 inh, RBBP9 inhibitor, BaF3 parental, PPC-1+TRAIL kill
CCOC(=O)N1CCN(C(c2ccccc2)c2sc3nc(C)nn3c2O)CC1 (stereo unspecified) in the list: -2, -28[20 µM], 2, 2, 1, 8, -4, 2, -7
Cc1occc1-c1nnc(SCC(=O)Nc2ccccc2)n1Cc1ccccc1 in the list: -4, 1, 2, 4, -10, 7, -4, 1, 2
CCn1c(SCC(=O)Nc2ccc3c(c2)OCO3)nc2c(c1=O)SC(C)C2 (stereo unspecified) in the list: -10, -9, 2, -17, -1, 7, -6, 5, 5
COc1cccc(N(CC(=O)Nc2cccc(F)c2)S(C)(=O)=O)c1 in the list: -4, -15, 2, 8, -1, 9, -1, 3, 21
Cc1ccc(S(=O)(=O)N2CCN(C(=O)CN3CCCCC3)C2)cc1 in the list: -10, -3[20 µM], -2, -10, -1, 9, -6, 4, 15

Next part.
SMILES	NCF1 inh	Furin inhibitor	Ba/F3 V617F tox	Tb hexokinase	p97 inhibitor	PGE2 EP2 inh	RBBP9 inhibitor	BaF3 parental	PPC-1+TRAIL kill
CCOC(=O)c1c(C)[nH]c(C(=O)COC(=O)/C=C/c2ccc(O)c(OC)c2)c1C	-4	-13	0	-15	-2	12	0	3	29
COc1ccc(C2Nc3ccccc3C(=O)N2Cc2ccccc2)cc1CN1CCOCC1 (stereo unspecified)	-18	-33	-3	-15	-2	11	-1	1	21
CNC(=O)CN1C(=O)NC(Cc2c[nH]c3ccccc23)C1=O (stereo unspecified)	6	-13	-3	-20	2	9	-6	-2	9
COCCN1CCN(Cc2cn[nH]c2-c2cc3ccccc3o2)CC1	-5	-24	0	3	4	4	-6	4	-5
N#CCCN1CCN(Cn2c3ccccc3c3ccccc32)CC1	-12	-25	1	-15	2	8	-4	2	-12
COc1ccc(S(=O)(=O)N(CC(=O)N2CCOCC2)Cc2ccccc2)cc1	11	-13[20 µM]	-1	0	0	10&3	-4	3	4
Cn1c(CCNC(=O)c2ccccc2)nc2cc(NC(=O)c3ccco3)ccc21	-1	-22	1	-1	6	6	-1	5	1
O=c1c2ccccc2nc(COc2ccccc2)n1/N=C/c1ccco1	-8	-8	0	-12	1	11	-1	3	28
COC(=O)C1C(=O)C=C(Nc2ccc(F)cc2F)CC1c1ccccc1 (stereo unspecified)	-5	-5	-1	31	2	14	-2	5	4
Cc1cc[n+](CCC(=O)O)c2ccccc12	-4	-4[20 µM]	3	-8	-4	7	-2	6	19
CN(C)c1cc2c(c(N(C)C)c1)C(=O)c1ccccc1C2=O	-7	-5[20 µM]	6	-11	-6	10	0	13	16
O=C(C1=C(O)C(=O)N(c2ncccn2)C1c1ccc(Cl)c(Cl)c1)c1ccco1 (stereo unspecified)	-12	-13	2	-10	-3	23	-5	1	14
Cc1ccc(S(=O)(=O)Nc2cc(C(=O)NCCN3CCCC3)ccc2N2CCCCC2)cc1	-23	-12	1	4	-10	4	-13	2	30
CCc1ccc(NC(=O)c2cnn(-c3ccccc3)c2C2CCNCC2)cc1	-15	-36	0	1	3	8	-2	6	22
O=C(OC(C(=O)NCC1CCCO1)c1ccc(F)cc1)c1ccco1 (stereo unspecified)	0	-30	0	1	2	9	-10	1	5
CO/N=C\CC(=O)Nc1ccc(F)cc1	-18	-10[20 µM]	0	5	5	6	-2	0	-5
CCc1nnc(NC(=O)C2CCN(c3nc(C)cc(C)n3)CC2)s1	-14	-13	-1	-6	-2	1	-1	-1	-4
CCN(C(=O)c1cccc(F)c1)c1ccccc1C	-4	-12[20 µM]	-3	-6	-4	6	-6	2	6
CCN(CC)C(=S)SCC(=O)c1ccccc1	-1	-17[20 µM]	-4	-4	1	7	3	-2	21
CC(C)(C)NC(=O)CSc1nc2ccc(NC(=O)CSc3nnc(N)s3)cc2s1	-9	-5	-1	17	4	10	-3	2	31
CCC(=O)c1ccc(N2CCN(C(=O)Cc3ccccc3)CC2)c(F)c1	0	-23[20 µM]	0	-12	-3	16	-3	6	3
COc1ccc(C(O)Cc2nc3ccccc3n2C)cc1OC (stereo unspecified)	-6	-32[20 µM]	-2	3	4	9	-6	4	10
COCCOC(=O)c1ccc(NC(=O)COc2ccc([N+](=O)[O-])cc2)cc1	-11	-33	-1	-3	0	4	-4	4	24
CN(C)C(=O)COc1ncnc2scc(-c3ccc(F)cc3)c12	1	-19	-2	2	2	6	-3	3	6
O=C(CC1(O)C(=O)Nc2ccccc21)c1ccccc1O (stereo unspecified)	-6	-9[20 µM]	1	-4	-3	22	3	9	-13
CCCc1cc(NCC2CCCO2)n2c(nc3ccccc32)c1C#N (stereo unspecified)	-27	-40[20 µM]	4	-16	-5	6	-5	7	-1

Screens deposited in PubChem BioAssay by several laboratories.
